mcGAS RapidFire = blocks mouse cGAS cGAMP production; Q8C6L5; recombinant mouse cGAS, cGAMP by RapidFire MS; inhibition, % at 12.5 µM; 0.18% of 130,000 active; AID 1259397;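 active means inhibition of cGAS enzyme activity at or above 60%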;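 further: enzyme stimulated by 45 bp dsDNA with ATP and GTP substrates; cGAMP share of summed cGAMP plus half ATP and half GTP signals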
Target sequence (Q8C6L5 whole entry, looked up): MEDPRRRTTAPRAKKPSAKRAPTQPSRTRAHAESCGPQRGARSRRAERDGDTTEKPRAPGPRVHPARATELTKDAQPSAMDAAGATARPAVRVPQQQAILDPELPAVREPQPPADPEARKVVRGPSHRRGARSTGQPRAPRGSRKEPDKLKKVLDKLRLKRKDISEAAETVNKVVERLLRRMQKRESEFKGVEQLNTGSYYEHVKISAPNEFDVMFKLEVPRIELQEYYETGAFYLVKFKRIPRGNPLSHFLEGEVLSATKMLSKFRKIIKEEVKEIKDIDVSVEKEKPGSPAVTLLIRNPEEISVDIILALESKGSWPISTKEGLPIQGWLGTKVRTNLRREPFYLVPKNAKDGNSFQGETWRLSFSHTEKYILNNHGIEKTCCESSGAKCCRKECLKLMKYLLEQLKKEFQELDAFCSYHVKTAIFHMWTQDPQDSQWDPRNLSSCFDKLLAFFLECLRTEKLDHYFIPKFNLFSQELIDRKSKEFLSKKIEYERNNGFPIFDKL
* marks the source's active call; other numbers are inactive results; & = joins results of further samples.

#	structure	mcGAS RapidFire
1	CCOc1ccc(NC(=O)COc2ccc3c4c(c(=O)oc3c2)CCC4)cc1	-8
2	Nc1ccc(Br)nc1N1CCOCC1	-5
3	O=C1OC(c2ccc(F)cc2)=NC1=Cc1ccc(N2CCOCC2)s1	1
4	Cn1c(CNC(=O)CCc2ccsc2)cc(Cl)c1Cl	-11
5	CC(C)(C)C(=O)NCCCC(=O)O	2
6	CC(C)(C)n1nc2c(c1NC(=O)Cc1cccc3ccccc13)CS(=O)C2 (centres undefined)	-10
7	CC(C)Oc1ccc(C(=O)N2CCN(c3ncnc4c3nnn4C)CC2)cc1	-2
8	CON=C(C(=O)N[C@@H]1C(=O)N2C(C(=O)O)=C(COC(N)=O)CS[C@H]12)c1ccco1	-5
9	Brc1ccc(C#Cc2ccccc2)cc1	-4
10	CCc1nc(CN(C)Cc2ncnn2C)no1	-4
11	COC(=O)Cc1cc(OC)c(OC)cc1S(=O)(=O)N1CCCc2cc(C)ccc21	-8
12	O=C(CSc1nnc(C2CC2)n1C1CC1)c1ccc2c(c1)OCO2	1
13	CCN(CC)C(=O)n1nc(C)c(CN2C(=O)c3ccccc3C2=O)c1C	-12
14	CCC(C)C(=O)N1CCN(S(=O)(=O)c2ccn(C)c2)CC1 (centres undefined)	-31
15	O=C1NC2(CCC(c3ccccc3)CC2)C(=O)N1CCOc1ccc(F)cc1 (centres undefined)	-7
16	CCn1ccnc1CN(C)Cc1nc(-c2cccc(Cl)c2)no1	-7
17	O=C(CN1C(=O)C(Oc2ccccc2)C1c1ccccc1)NCCc1ccccn1 (centres undefined)	-6
18	CC(=NOCc1cccc(CON=C(C)c2ccccc2)c1)c1ccccc1	-9
19	CN(CCN1CCCCC1=O)Cc1cc2n(n1)CCNC2	-3
20	O=C(Cc1ccccc1)Nc1c2c(nn1-c1ccc([N+](=O)[O-])cc1)CS(=O)(=O)C2	-8
21	CCN(CC)S(=O)(=O)c1ccc(NC(=O)C2=Cc3ccccc3OC2)cc1	1
22	C=c1ncsc1=C1N=C(CN)NO1	-16
23	O=C1C2C3C=CC(C3)C2C(=O)N1CCC1=CCCCC1 (centres undefined)	27
24	Cc1ccc2nc(C)c(C(=O)NCC(O)c3ccccc3)cc2c1 (centres undefined)	-14
25	CCOc1ccc(-c2nnc(NC3=NCCCCC3)o2)cc1	12
26	Cc1ccsc1CN(C)C(=O)Nc1cc(CC(C)(C)C)no1	6
27	O=S(=O)(Nc1ccc(Cl)cc1)c1cccc2nsnc12	9
28	Cc1noc(C)c1CN1CCN(c2ncnc3cc(Cl)ccc23)CC1	-15
29	COc1ccc(-c2nn[nH]n2)cc1OC	0
30	CCN(Cc1ccncc1)C(=O)C(c1cccc(C)c1)N(C)C (centres undefined)	1
31	Cc1ccc(-n2c(-c3ccncc3)n[nH]c2=S)cc1	-21
32	c1ccc2c(c1)CCC(N1CCN(Cc3cc4n(n3)CCNC4)CC1)C2 (centres undefined)	-15
33	O=C1CCC(NCc2ccc(-n3cncn3)cc2)CCN1Cc1ccccc1 (centres undefined)	-8
34	CNc1cnc(-c2cccc(N)c2)cn1	-2
35	Cc1nn(Cc2ccccc2Cl)c2sc(C(=O)NC3CCN(C)CC3)cc12	-6
36	Cc1csc(NC(=O)C(C)Oc2cccc(Cl)c2)n1 (centres undefined)	2
37	O=C(OCc1cn2cc(Cl)cc(Cl)c2n1)C1CCOCC1	-16
38	O=C(NC(=S)NC1CCSC1=O)c1ccco1 (centres undefined)	1
39	CS(=O)(=O)c1ccc(Cl)c(C(=O)NCc2cccnc2)c1	-18
40	CN1CC2(CCCN(C(=O)c3[nH]cnc3-c3ccccc3)CC2)OC1=O (centres undefined)	0
41	COc1ncccc1C(=O)NCC(C)Oc1cccnc1 (centres undefined)	-9
42	Cc1cc(S(C)(=O)=O)ccc1NCc1ccc(C#N)cc1F	-4
43	COc1ccc(C(CNc2nn3cc(C)nc3s2)N2CCCC2)cc1 (centres undefined)	5
44	CC(c1cccc(-c2ccc(NC3CC3)nn2)c1)N1CCCC1 (centres undefined)	-3
45	NC(=O)N1CCCC(C(=O)Nc2ccnn2-c2cccc(Cl)c2)C1 (centres undefined)	-5
46	COc1cccc(CN2CCC(n3nccc3NC(=O)c3ccccc3Cl)CC2)c1	-11
47	COc1ccc(CC(=O)N2CCCC(Nc3ccc4c(c3)OCCO4)C2)cc1 (centres undefined)	-6
48	O=C(Cn1ccnn1)N(Cc1cccs1)c1ccc(F)cc1F	-26
49	CSCCNC(=O)c1cccc(OC2CCN(S(C)(=O)=O)CC2)c1	-7&-2
50	N#Cc1ccccc1-c1ccc(COC(=O)C2CCCO2)cc1 (centres undefined)	1

(list continues)
#	structure	mcGAS RapidFire
51	Cc1cc(=O)n2c(-c3cccc(NC(=O)c4ccccc4C)c3)csc2n1	-5
52	CCCC(=O)N1CCCN(Cn2cc(-c3ccccc3)n(C)c2=S)CC1	29
53	CCN(CC)S(=O)(=O)c1ccc2nnn(O)c2c1	5
54	Cc1ccc(NC(=O)/C=C/c2ccc(Br)o2)c(Br)c1	-5
55	COc1cccc(N=C2SC(C(=O)Nc3ccc(C)c(Cl)c3)CC(=O)N2C)c1 (centres undefined)	-3
56	O=c1oc2cc(OCc3nn[nH]n3)ccc2c2ccccc12	7
57	O=C(COC1CCCCC1)Nc1cccnc1-n1cncn1	-3
58	Cc1cc(C)cc(C(=O)N2CCN(CC(=O)Nc3sccc3C#N)CC2)c1	-4
59	COCCCNc1nc2nonc2nc1N(C)CCCN1CCCCC1	-4
60	CN(CC(=O)N1CCC(Cc2ccccc2)CC1)Cc1nc2ccccc2c(=O)[nH]1	1
61	CCOC(=O)Cn1cnc([N+](=O)[O-])c1	1
62	Cc1c(C)n2c3c(=O)n(CCCO)c(=O)n(C)c3nc2n1C(C)c1ccccc1 (centres undefined)	-1
63	CN(C)S(=O)(=O)c1cccc(-c2nnc(C3(C)CCOCC3)o2)c1	-8
64	CCOc1cc(C(=O)Nn2cnc3c(cnn3C(C)(C)C)c2=O)cc(OCC)c1OCC	-7
65	CCSc1ccc(Cl)cc1NC(=O)c1ccc(=O)n(C)c1	6
66	COc1cc(CNc2nc(C)nc(N(C)C)n2)ccn1	-2
67	CN(CCCNC(=O)c1ccc2nc(-c3ccccc3)c(-c3ccccc3)nc2c1)c1ccccc1	1
68	COc1ccccc1CNC(=O)CNCC1(C)CC(C)=NO1 (centres undefined)	-14
69	CCOC(=O)Nc1ccc2c(c1)N(C(=O)CN(C)C)c1ccccc1CC2	-4
70	O=S(=O)(Nc1cc(F)ccc1F)c1ccc(C(F)(F)F)cc1	3
71	O=C(Cc1ccc(NCc2ccsc2)cc1)NCCN1CCCCC1	-5
72	CCC(Cn1ccnc1)Nc1nc(COC)nc2c1cnn2C (centres undefined)	-14
73	CC(C)c1nc2sc3c(N4CCOCC4)ncnc3c2c2c1COC(C)(C)C2	3
74	CS(=O)(=O)c1ccc(Cc2nc(CCc3ccccc3)n[nH]2)cc1	-16
75	CCc1nc(C)sc1C(=O)N[C@H]1C[C@H]2C(=O)NCC(=O)N2C1	-35
76	O=C(Nc1ccccc1-c1ccccc1)N1[C@H]2CCNC[C@@H]1CC2	-5
77	N#CCSc1ccc(F)cc1	-3
78	Cc1cc(N2CCOCC2)nc(Nc2ccc(NC(=O)c3cccc4ccccc34)cc2)n1	-9
79	CNC(=O)[C@H]1CC[C@@](C)(C(=O)N(C)Cc2ncc[nH]2)C1(C)C	7
80	Cc1cc(C(=O)CN2C(=O)NC(CC(C)C)C2=O)c(C)n1C1CC1 (centres undefined)	-7
81	CCN1CCN(C(C)CCc2ccccc2)CC1 (centres undefined)	-8
82	CC(C)(C)c1cc(C(c2ccncc2)N2CCOCC2)cc(C(C)(C)C)c1O (centres undefined)	-4
83	CC(C)Cc1noc(CSCC(=O)NC2CCS(=O)(=O)C2)n1 (centres undefined)	0
84	CCCCN1C(C2CC2)=NS(=O)(=O)c2cc([N+](=O)[O-])ccc21	5
85	Cc1ccc(S(=O)(=O)N(C)Cc2nc(-c3ccncc3)no2)cc1	-2
86	N#Cc1cnc(N2CCCCCC2CC(O)c2ccccc2)c(Cl)c1 (centres undefined)	-3
87	CSC1CCC(NC(=O)NC(c2ccccn2)C(C)C)C1 (centres undefined)	-5
88	Cc1cc(C(=O)CSc2ncnc3sccc23)c(C)n1C1CC1	-1
89	Cc1cc(C(=O)COC(=O)C=Cc2ccco2)c(C)n1CC1CCCO1 (centres undefined)	-17
90	Cc1ccc(Cl)c(C(=O)N2CCOC(COc3ccc(Cl)c(C)c3)C2)c1 (centres undefined)	-4
91	CCC(C)NS(=O)(=O)c1ccc(OC)c([N+](=O)[O-])c1 (centres undefined)	-3
92	CNS(=O)(=O)c1cc(-c2nnc(Nc3ccc(CC(N)=O)cc3)c3ccccc23)ccc1C	1
93	O=C(Cc1ccsc1)N(C/C=C/c1ccccc1)CCO	-7
94	Cc1cc(-n2c(C)cc(C(=O)COC(=O)C3CC4CCCC(C3)C4=O)c2C)no1 (centres undefined)	-30
95	C/C(=C\c1ccco1)CN1CCC(CNS(=O)(=O)C2CC2)C1 (centres undefined)	-14
96	NC(=O)C1(NS(=O)(=O)c2cc(Br)ccc2Br)CCCCC1	-1
97	NC1CCCOc2c1ccc(Cl)c2Cl (centres undefined)	-14
98	Cc1cccc(NC2CCN(S(=O)(=O)c3cccnc3)CC2)c1	-8
99	COc1ccccc1CNC(=O)C1(C)CCN1Cc1ccc(-c2ccccn2)cc1 (centres undefined)	-13
100	CCn1nc(N)c2ccccc21	-25

The list continues.
#	structure	mcGAS RapidFire
101	CC1Cc2ccccc2N1Sc1ccc([N+](=O)[O-])cc1 (centres undefined)	-7
102	COc1ccc(CN2CCC(n3nccc3NC(=O)C3CCCC3)CC2)c(OC)c1	-3
103	CCN(CC)c1ncccc1CNC(=O)Cn1ncc2ccccc21	-2
104	COc1ccc(Cl)c2sc(N(CCN(C)C)C(=O)c3cccc([N+](=O)[O-])c3)nc12	-4
105	C=CCOc1c(Cl)cc(CN(C)C(C)c2ccon2)cc1Cl (centres undefined)	-18
106	Cc1nn(-c2ccccc2)c(C)c1C=C1C(=O)N(C)C(=O)N(C)C1=O	1
107	CCCn1ccnc1CN1CC[C@@H](c2ccc3ccccc3c2)[C@H](O)C1	-35
108	C=CCOC(=O)N1CCC2(CC1)CNC(=O)C2	-10
109	CC(c1cccc(-c2ncc(F)c(N(C)C)n2)c1)N1CCCC1 (centres undefined)	-15
110	COC(=O)c1ccc(-c2noc(CN(C)Cc3nc4ccc(Cl)cc4[nH]3)n2)cc1	-5
111	C=CCOc1nnc(OCC=C)c2ccccc12	10
112	CCn1c(=O)c(=O)[nH]c2cc(C(=O)NC(C)c3cccc(Cl)c3)ccc21 (centres undefined)	4
113	COCC1(C(=O)Nc2cccc(NC(=O)c3ccccc3OC)c2)CCC1	-15
114	N#CCCn1nc(-c2ccccc2)c2c1Nc1ccccc1NC2c1cccnc1 (centres undefined)	-8
115	CN(Cc1ccccc1Cl)C(=O)c1cn(CCC2CCCCC2)nn1	-10
116	O=C1CCCN1C(=O)CSc1nnc2n(-c3ccccc3)c(=O)c3ccccc3n12	-7
117	Cc1[nH]c(=O)[nH]c(=O)c1CCC(=O)OCc1csc(-c2ccc(F)cc2)n1	8
118	CC(=O)Nc1ccc(CNc2nc(NCC3CC3)nc3ccsc23)cc1	7
119	COc1ccccc1NC(=O)COc1cc(C(C)(C)C)nn1-c1nc(C)cc(C)n1	0
120	O=C(c1cnc2nc[nH]n2c1=O)N1CCCCC1CCc1ccc(O)cc1 (centres undefined)	0
121	CC(C)(C)c1ccc(C(=O)CCCN2CCC(OC(c3ccccc3)c3ccccc3)CC2)cc1	-1
122	O[C@H]1CN(c2ncnc3c2CCNC3)C[C@@H]1N1CCOCC1	-13
123	CCOc1ccc(C(=O)N2CCC3(CCN(C)CC3)C2)o1	-54
124	COc1ccc(/C=C/C(=O)Nc2ccc(C)cc2C)cc1Br	-5
125	CC(=O)NCCCc1nc(-c2ccsc2)no1	-6
126	O=C(Cn1cnc2sc3c(c2c1=O)CCCC3)NCC1CCCCC1	-5
127	Cc1ccccc1-n1ncc(C(C)NC(=O)c2cc(C3CC3)[nH]n2)c1C (centres undefined)	-2
128	COc1ccc2oc(=Nc3ccccc3Cl)c(-c3nc4ccccc4[nH]3)cc2c1	-9
129	Cc1noc(C)c1-c1nc(CC(C)C)nn1-c1ccc2c(c1)OCO2	-25
130	COc1ccc(-c2ccc(C3NCCc4[nH]cnc43)cc2)c2ccc(C)nc12 (centres undefined)	-7
131	O=C(c1cc(C2CC2)[nH]n1)N1CCCC(Cc2nc3ccccc3[nH]2)C1 (centres undefined)	-6
132	Cc1noc(C)c1CSc1cc(C)c2ccccc2n1	0
133	COC(=O)c1cc2n(n1)CCN(Cc1cc3c(cc1OC)CCC3)C2	-6
134	N#CC1C(=N)C(C#N)(C#N)[C@H](c2c(F)cccc2F)[C@H]2CC3(CC=C12)OCCO3 (some centres undefined)	-3
135	COc1ccc(CN2CCN(c3cc(OC)ncn3)CC2=O)cc1	-7
136	CC(NC(=O)N1CCN(Cc2cccc3cccnc23)CC1)C1CC1 (centres undefined)	-7
137	Cc1cnccc1N1CCCN(C(=O)Nc2nncs2)CC1	-26
138	CNc1cc(C)nc(NCc2cc(C)cc3c(C)c(C)[nH]c23)n1	-19
139	Cc1ccc(C)c(C2CCCN2C(=O)c2nccnc2N)c1 (centres undefined)	-10&1

Four of the compounds above, field by field:
130	COc1ccc(-c2ccc(C3NCCc4[nH]cnc43)cc2)c2ccc(C)nc12 (centres undefined)
- mcGAS RapidFire: -7
131	O=C(c1cc(C2CC2)[nH]n1)N1CCCC(Cc2nc3ccccc3[nH]2)C1 (centres undefined)
- mcGAS RapidFire: -6
132	Cc1noc(C)c1CSc1cc(C)c2ccccc2n1
- mcGAS RapidFire: 0
133	COC(=O)c1cc2n(n1)CCN(Cc1cc3c(cc1OC)CCC3)C2
- mcGAS RapidFire: -6

Screens: PubChem BioAssay, Fisher Drug Discovery Resource Center

A portion of the library. The share of hits here may be higher or lower than overall.
